Assay outcomes (PubChem)
Epigenetic reg: regulators of epigenetic silencing causing reporter derepression in mouse cells; Potency, µM (top dose mostly 53.9 µM), for inactives: top-dose GFP activation, hits mostly activators; 280,000 tested, 0.2% active; AID 1865; murine LDR cells, GFP reporter derepression, 30 h; note: potency is the fitted concentration of half-maximal effect; % of control where 0% means no effect; nearly all actives have a fitted effect of over 60% in size
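In this reporter-derepression format, murine cells bearing a silenced integrated CMV-GFP locus incubate with test compound (30 h, 37 C), then are washed and imaged; fluorescent objects of 20–120 um count as induced cells.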
CBFb RUNX1 block: inhibitors of human CBF-beta and RUNX1 interaction; Q01196+Q13951; AlphaScreen CBFb-His/RUNX1-biotin binding, biochemical; Potency, µM (top dose mostly 59.8 µM), for inactives: top-dose activity, negative = inhibition, actives largely listed as inhibitors; 230,000 tested, under 10 active; AID 1477; note: % of control where 0% means no effect
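Interaction loss through any mechanism counts as activity. Pre-formed complex of His-CBF-beta and biotin-RUNX1 (30 nM apiece) is incubated with compound 15 min, then with 50 ng nickel and 50 ng streptavidin beads for 90 min before AlphaScreen detection.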
NPSR antag: neuropeptide S receptor (human) antagonism, cAMP | Q6W5P4 | CHO-NPSR cells, cAMP TR-FRET, antagonist mode | Potency, µM (titrated, usually from 38.3 µM), without a hit: top-dose activity change, negative = inhibition, most hits filed as inhibitors | 220,000 tested, 1% active | AID 1461; note: potency is the fitted concentration of half-maximal effect; % is set by controls: 0 for no effect and ±100 for the full control effect; nearly all actives have a fitted effect of over 50% in size; many of its hits are not listed in these tables
IMPase Li inh: membrane-permeable IMPase blocker, potentiated with lithium | CHO-M1 cells, IP1 TR-FRET (IP-One), carbachol + lithium | Potency, µM (series often up to 59.4 µM), for inactives: at the highest dose activity, negative = IMPase inhibition, actives largely listed as inhibitors | 210,000 tested, 0.35% active;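 note: IP1 builds up when IMPase is blocked and the TR-FRET signal falls; potency is the fitted concentration of half-maximal effect; plate controls were basal vehicle for no effect and high inhibitor control for full effect; nearly all actives have a fitted effect of over 50% in size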
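Concentration–response in CHO-M1 cells, lithium-potentiated; 30 min at 37C. IP1 detected by competitive TR-FRET after 10 min lysis at RT. Hill-fitted AC50.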
Luc counter: blocks Kinase-Glo luciferase, a counter-screen artifact | Q27757 | Potency, µM (doses to about 38.3 µM), inactives show top-dose activity change, negative = inhibition, hits mostly inhibitors | AID 1379 | 200,000 tested, 0.28% active | Kinase-Glo luciferase, ATP luminescence, 8 min; note: potency is the fitted concentration of half-maximal effect; % is set by controls: 0 for no effect and ±100 for the full control effect; nearly all actives have a fitted effect of over 60% in size
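Compounds were added to a substrate mix at pH 7.2 (50 mM imidazole, 10 uM ATP, within the enzyme's linear range), followed by Kinase-Glo detection reagent; luminescence was measured after 8 minutes at ambient temperature.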
HttQ103 aggreg: mutant huntingtin aggregation inhibition. PC12 HttQ103-GFP aggregates, Acumen cytometry, 40 h. Potency, µM (doses to about 46.1 µM), inactives show at the highest dose activity change, negative = inhibition, usual class: inhibitors. 220,000 tested, 1.1% active. AID 1688; note: potency is the fitted concentration of half-maximal effect; % is set by controls: 0 for no effect and ±100 for the full control effect; nearly all actives have a fitted effect of over 60% in size
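Inducible Q103 Huntingtin exon 1–GFP PC12 line, 1500 cells/well in phenol red free DMEM with 5% equine and 5% calf serum. Tebufenozide 100 nM induced expression; compounds titrated; aggregates quantified by cytometry.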
L3MBTL1 inh: inhibitors of human L3MBTL1. Q9Y468. AlphaScreen L3MBTL1–H3K9me1 peptide binding. Potency, µM (highest dose often 57.1 µM), for inactives: top-dose activity, negative = inhibition, hits mostly inhibitors. 230,000 tested, 0.66% active; note: potency is the fitted concentration of half-maximal effect; % is set by controls: 0 for no effect and ±100 for the full control effect; nearly all actives have a fitted effect of over 60% in size
Target sequence (Q9Y468 whole entry, looked up): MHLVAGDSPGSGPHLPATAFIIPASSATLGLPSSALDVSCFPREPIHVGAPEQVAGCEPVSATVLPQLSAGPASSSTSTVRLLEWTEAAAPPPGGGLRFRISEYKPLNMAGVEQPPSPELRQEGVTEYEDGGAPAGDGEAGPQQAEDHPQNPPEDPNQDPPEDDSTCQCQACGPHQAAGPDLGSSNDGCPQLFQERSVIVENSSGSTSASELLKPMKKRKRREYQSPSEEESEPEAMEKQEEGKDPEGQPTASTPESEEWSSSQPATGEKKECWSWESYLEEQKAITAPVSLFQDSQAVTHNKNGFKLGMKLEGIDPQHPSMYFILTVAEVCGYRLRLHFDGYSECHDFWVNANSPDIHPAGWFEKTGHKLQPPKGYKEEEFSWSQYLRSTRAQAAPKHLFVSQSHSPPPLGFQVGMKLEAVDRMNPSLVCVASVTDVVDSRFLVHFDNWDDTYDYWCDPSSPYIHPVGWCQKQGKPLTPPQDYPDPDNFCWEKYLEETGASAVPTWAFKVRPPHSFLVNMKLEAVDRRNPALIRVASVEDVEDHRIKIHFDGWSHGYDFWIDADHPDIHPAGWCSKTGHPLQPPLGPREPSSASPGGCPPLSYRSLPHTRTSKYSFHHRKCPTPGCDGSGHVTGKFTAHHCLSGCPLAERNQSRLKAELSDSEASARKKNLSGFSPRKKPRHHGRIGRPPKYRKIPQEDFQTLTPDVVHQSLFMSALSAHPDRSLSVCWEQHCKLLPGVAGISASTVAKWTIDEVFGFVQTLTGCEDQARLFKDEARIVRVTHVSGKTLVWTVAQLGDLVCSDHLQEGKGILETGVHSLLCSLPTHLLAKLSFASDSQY
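Displacement of a biotinylated histone H3(1-15) peptide monomethylated at Lys9 (75 nM) from L3MBTL1 (50 nM) was measured by AlphaScreen after a 30 min room-temperature compound incubation; cefsulodin titration served as intraplate control.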
* marks the source's active call; other numbers are inactive results; ? = inconclusive; . = not tested or not shown; & = joins results of further samples; [ ] = dose if it differs, or a comment. Calls come from the whole dose curve; as a rule, active = well fitted curve in the direction sought with a large enough effect; inconclusive = small, poorly fitted or top-dose-only effect, or another doubt; inactive = no such curve, though single readings can be large; an effect the other way counts as inactive or inconclusive. Only part of the results is shown; rates above refer to the full screens.

Values run as follows: Epigenetic reg | CBFb RUNX1 block | NPSR antag | IMPase Li inh | Luc counter | HttQ103 aggreg | L3MBTL1 inh
> NC(=O)COC(=O)/C=C/c1ccc2ccccc2n1
→ -1.5% | -6% | -5% | 1% | -1% | 26% | 4%
> CN(NS(=O)(=O)c1ccccc1)c1nc2ccccc2nc1C(F)(F)F
→ 3.7% | -3% | -12%[46.1 µM] | 34%[activator][38.3 µM] | 2% | -3% | .
> C=CCNC(=O)c1ccc(-c2nc(-c3ccc(Cl)cc3Cl)cs2)cc1
→ -1.9% | 8% | -22%[46.1 µM] | -3% | 1% | 1% | -5%
> Cc1ccc(S(=O)(=O)NCCSc2nnc(N)s2)cc1
→ 8.3% | 14% | -9%[46.1 µM] | 16%[38.3 µM] | 2% | -6% | -4%[11.4 µM]
> O=C1c2ccccc2C(=O)N1Cc1nn2c(-c3ccc(Cl)cc3)nnc2s1
→ 3.2% | -5% | -21%[46.1 µM] | 11µM* | -2% | 5% | 2%
> CCOC(=O)C(NC(C)=O)C(OC(C)=O)c1cccc([N+](=O)[O-])c1 (stereo unspecified)
→ -1.7% | 0% | 1%[46.1 µM] | -2%[38.3 µM] | 5% | 0% | 4%
> O=Cc1c(Cl)[nH]c(=O)n1-c1ccccc1
→ 0.1% | 7% | 3% | -2% | -1% | 13%[9.22 µM] | 13%
> O=C1C2C3C=CC(C2C(=O)N1c1ccccc1O)C1C2C(=O)N(c4ccccc4O)C(=O)C2C31 (stereo unspecified)
→ -0.5% | 3% | 10% | -1% | -2% | 3%[9.22 µM] | 0%
> Cc1ccc(N2CC(C(=O)N/N=C/c3cccc([N+](=O)[O-])c3)CC2=O)cc1 (stereo unspecified)
→ -0.3% | 3% | -11%[46.1 µM] | 5%[38.3 µM] | 5% | 9% | 5%
> O=S(=O)(c1ccc(F)cc1)N1CCn2c(nc3ccccc32)C1
→ 1.2% | 1% | -1%[46.1 µM] | -6%[38.3 µM] | 2% | -15% | .
> O=C(O)c1cc(NCc2c(F)cccc2Cl)ccc1N1CCOCC1
→ 0.0% | 21% | -12%[46.1 µM] | 39%[activator][38.3 µM] | -1% | ? | -6%
> O=C(Oc1ccc(Cl)cc1)N1CCCCC1
→ 3.3% | 6% | -11%[46.1 µM] | 8%[38.3 µM] | -3% | -11% | 7%
> O=c1c2ccccc2cnn1-c1ccc(Br)cc1
→ -2.0% | 7% | -17%[46.1 µM] | -10%[38.3 µM] | -12% | -16% | -3%
> Cc1cc(=O)n2c(C(=O)Nc3ccc(C)c(C)c3)c(C(=O)Nc3ccccc3)sc2n1
→ ? | -3% | -11% | -8% | 0% | 4% | .
> O=C(Cc1coc2cc3c(cc12)CCC3)NC1CCCCCCC1
→ 1.0% | 0% | -38% | 15% | -2% | 9% | -6%
> Cc1ccc(C(C(=O)NC2CCCC2)N(Cc2ccco2)C(=O)CCC(=O)Nc2cc(C)on2)cc1 (stereo unspecified)
→ 0.0% | -1% | -12%[46.1 µM] | 3% | 2% | -5% | -3%
> O=C(CSc1nc2ccccc2c(=O)n1Cc1ccc(F)cc1)NCc1cccs1
→ 0.0% | 4% | -28% | ? | 2% | 18% | 10%
> c1ccc2c(CNc3ccc(CNc4ncn[nH]4)cc3)cccc2c1
→ 0.0% | 4% | -15% | 23% | -2% | 16% | -11%
> O=C(CC(=O)Nc1cccc(Cl)c1)N/N=C\c1ccccc1
→ -1.1% | -2% | 1% | 1% | 6% | -14% | 9%
> CCC(=O)Nc1ccc(S(=O)(=O)N2CCCCC2)cc1OC
→ -0.8% | -2% | 9%[46.1 µM] | 24%[38.3 µM] | -1% | 20% | .
> Cc1nnc(SCC(=O)NC(C)(C)C)n1NCc1c(F)cccc1Cl
→ 1.0% | 6% | -7% | 9% | -3% | -8%[9.22 µM] | 3%
> CSc1n[nH]c2nc3c(c(=O)n12)C1(CCCC1)Cc1ccccc1-3
→ 0.0% | 1% | -13% | -10% | -2% | -5% | 5%
> Clc1cccc(NCc2nnc(SCc3ccc(Cl)cc3Cl)o2)c1
→ -1.2% | 7% | -23%[46.1 µM] | 20% | -4% | ? | 17%
> CCCCNC(=O)c1ccc(CS(=O)(=O)Cc2ccccc2F)o1
→ 4.1% | 5% | -3% | 2% | 2% | -4% | .
> O=C1Nc2ccccc2C1Cc1ccccn1 (stereo unspecified)
→ 0.1% | -8% | -12% | . | . | -13%[9.22 µM] | 0%
> Cc1ccc(N(C)C(=O)C2CCCN2S(=O)(=O)c2ccc3c(c2)n(C)c(=O)c(=O)n3C)cc1 (stereo unspecified)
→ 0.1% | 6% | 3% | . | . | 12%[9.22 µM] | 7%
> O=C(NC(=S)N(CCO)Cc1ccccc1)c1ccc(S(=O)(=O)N2CCCC2)cc1
→ -0.3% | -2% | -16% | -4% | 2% | -2% | 1%
> COc1ccc(-c2cc(C(F)(F)F)n3nc(C(=O)N4CCCC4)cc3n2)cc1
→ -2.4% | 2% | -13%[46.1 µM] | 1%[38.3 µM] | 0% | 7% | -2%
> CC(C)(C)NC(=O)COC(=O)c1ccc(Cl)nc1
→ -0.1% | 3% | 6% | -8% | 3% | 4% | .
> COc1ccc(C)cc1NC(=O)C1CCC(CNc2c(N3CCOCC3)c(=O)c2=O)CC1 (stereo unspecified)
→ 1.4% | -1% | -11%[46.1 µM] | -1%[38.3 µM] | -1% | -5% | .
> C#CCOCCOCCOCCNc1nc(N2CCN(C(=O)[C@H](Cc3cc4ccccc4[nH]3)n3cc([C@@H](N)C(C)CC)nn3)CC2)nc(N2CCN(C(=O)[C@H](Cc3cc4ccccc4[nH]3)n3cc([C@@H](N)CC(C)C)nn3)CC2)n1 (stereo partly specified)
→ 3.7% | -7% | 26% | 0% | . | -12%[9.22 µM] | ?
> CCN(CC)Cc1c(O)c(Cl)cc2c(C)cc(=O)oc12
→ -3.4% | ? | -12% | ? | 1% | 7% | 22µM*
> COc1ccc(C(=O)NCC(=O)NCC(=O)OCC(=O)c2cccs2)cc1
→ -5.7% | 18% | 5% | -19% | 8% | 5% | -6%
> O=C(NC1CCCCC1)C(c1ccccc1)N(C(=O)Cc1ccsc1)c1ccccc1 (stereo unspecified)
→ -4.3% | -2% | -9%[46.1 µM] | 15%[38.3 µM] | 1% | 15% | 7%
> O=C(NCC1CCCO1)C1CCC(=O)N1CCc1ccccc1 (stereo unspecified)
→ -0.9% | 0% | -10%[46.1 µM] | -11%[38.3 µM] | -2% | 3% | 3%
> Clc1ccc(-c2nc(C3CCCCC3)no2)cc1
→ 2.6% | 0% | -12% | 2% | -2% | -10% | -7%
> CC(=O)c1cccc(N2C(=NC(=O)C(C)C)SC3CS(=O)(=O)CC32)c1 (stereo unspecified)
→ -0.4% | 1% | 5%[46.1 µM] | . | . | 15% | 7%
> CCOC(=O)[C@H](N)/C=C(\C)CP(=O)(O)O
→ -2.2% | 6%[21.7 µM] | . | 8% | 0% | . | .
> CCCCn1c(=O)nc2n(-c3ccccc3)c3ccccc3cc-2c1=O
→ 1.9% | -3% | -27%[46.1 µM] | 4%[38.3 µM] | -2% | 12% | 14%
> Cc1ncc(CN2CCN(CCc3ccccc3)C(CCO)C2)s1 (stereo unspecified)
→ ? | -2% | -9% | 3% | -1% | -6%[9.22 µM] | -16%
> CC1CCN(CCCNC(=O)CCCNC(=O)Cn2cnc3sc4c(c3c2=O)CCCC4)CC1
→ 1.0% | 1% | 3%[46.1 µM] | 3%[38.3 µM] | -4% | 23% | .
> CCOC(=O)c1csc(-c2sccc2Br)n1
→ -0.8% | 9% | ? | . | . | 1%[9.22 µM] | -21%
> Cc1cc(OCC(=O)N2CCc3ccccc3C2)c2c(-c3ccccc3)cc(=O)oc2c1
→ 3.6% | -4% | ? | 41%[activator][38.3 µM] | 19% | ? | .
> COc1ccc(-c2csc(NNC3=NCCCCC3)n2)cc1
→ 8.3% | -2% | -24% | 19% | 1% | 27% | -9%
> CC(=O)OC1CC(OC(C)=O)[C@]2(C)C(CC(OC(C)=O)[C@@]3(C)C4=CC(=O)OC(c5ccoc5)[C@]4(C)CCC32)C1(C)C (stereo partly specified)
→ 0.8% | 5% | . | 5% | -4% | . | .
> COc1ccc(N2CCN(c3nc(NCCO)nc(N4CCOCC4)n3)CC2)cc1
→ 6.6% | -4% | -5%[46.1 µM] | 15%[38.3 µM] | -7% | 9% | -3%
> O=C(c1ccc(NC(=S)NCc2ccco2)cc1)N1CCOCC1
→ -1.0% | 6% | 3% | 2% | 1% | 1%[9.22 µM] | -1%
> CC(c1ccccc1)C1NC(C(=O)O)CS1 (stereo unspecified)
→ 0.0% | 0% | -3%[46.1 µM] | -5%[38.3 µM] | 0% | 4% | 17%
> C[C@]12CCC(O)CC1CCC1C2CC[C@]2(C)C(c3cc(C(F)(F)F)n[nH]3)CCC12 (stereo partly specified)
→ 0.1% | 10% | ? | . | . | 20%[9.22 µM] | .
> Cc1ccc(NC(=O)CCC(=O)NNS(=O)(=O)c2ccccc2)cc1C
→ -1.0% | 0% | 12% | -1% | 0% | -6% | -1%
> COc1ccc(OC)c2sc(N(CCN(C)C)C(=O)c3cc(Cl)sc3Cl)nc12
→ -1.5% | 1% | -19% | 22% | 0% | -4% | .
> CSc1sc(C(=O)NNC(C)=O)c2c1C=CCC2
→ 1.1% | 6% | -1% | . | . | -3%[9.22 µM] | -5%
> CCOC(=O)N1CCC(NS(=O)(=O)c2ccc(C#N)cc2)CC1
→ -1.0% | 8% | -6% | . | . | 3%[9.22 µM] | -1%
> CC(=O)Nc1ccc(S(=O)(=O)Nc2cccc(-c3ccc4nncn4n3)c2)cc1
→ -0.1% | 11% | 4% | 1% | -3% | 4% | -11%
> COc1cc(CC(NC(C)=O)C(=O)NC2CCN(C(=O)C3CC3)CC2)cc(OC)c1 (stereo unspecified)
→ 0.0% | 3% | 10% | 8% | -6% | . | 1%
> CCN1CCN(Cc2ccc(OCc3ccccc3)c(OC)c2)CC1
→ -0.4% | 0% | 12%[46.1 µM] | -1%[38.3 µM] | 2% | 14% | 2%
> COc1cc(NC(=O)CCCSc2nc(-c3ccco3)cc(C(F)(F)F)n2)cc(OC)c1OC
→ -1.0%&0.0% | 3% | -26%[46.1 µM] | 10% | -1% | -26% | -3%

An excerpt from above in order of count of non-hydrogen atoms, lowest first:
Values run as follows: Epigenetic reg | CBFb RUNX1 block | NPSR antag | IMPase Li inh | Luc counter | HttQ103 aggreg | L3MBTL1 inh
> Clc1ccc(-c2nc(C3CCCCC3)no2)cc1
→ 2.6% | 0% | -12% | 2% | -2% | -10% | -7%
> Cc1ncc(CN2CCN(CCc3ccccc3)C(CCO)C2)s1 (stereo unspecified)
→ ? | -2% | -9% | 3% | -1% | -6%[9.22 µM] | -16%
> CC1CCN(CCCNC(=O)CCCNC(=O)Cn2cnc3sc4c(c3c2=O)CCCC4)CC1
→ 1.0% | 1% | 3%[46.1 µM] | 3%[38.3 µM] | -4% | 23% | .
